# Compound activity (PubChem BioAssay)
# D1 PAM: Potentiators of Human D1 Dopamine Receptor: qHTS; D(1A) dopamine receptor (Homo sapiens), P21728; HEK293 TREx D1 cells, calcium flux, dopamine EC20 potentiation; potentiation, % at 10 µM; hit rate 0.036% among 360,000; AID 504651, 2011; in the data active = potentiation above about 30%; note: 0% is about no effect
# Target sequence (P21728 whole entry, looked up): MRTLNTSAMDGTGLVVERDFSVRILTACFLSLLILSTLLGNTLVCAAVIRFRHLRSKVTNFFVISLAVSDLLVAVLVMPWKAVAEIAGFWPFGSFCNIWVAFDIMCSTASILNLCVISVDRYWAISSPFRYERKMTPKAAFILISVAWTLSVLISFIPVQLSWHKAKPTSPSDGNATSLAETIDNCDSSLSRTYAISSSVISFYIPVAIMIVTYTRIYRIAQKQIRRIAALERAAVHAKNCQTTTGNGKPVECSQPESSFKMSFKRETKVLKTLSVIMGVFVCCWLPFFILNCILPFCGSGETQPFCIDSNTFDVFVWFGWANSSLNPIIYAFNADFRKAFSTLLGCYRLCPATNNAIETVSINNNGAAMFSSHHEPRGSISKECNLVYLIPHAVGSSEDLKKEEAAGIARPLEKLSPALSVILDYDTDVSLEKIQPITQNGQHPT
# TRHR PAM: qHTS for Small Molecule Agonists and Allosteric Enhancers of Human TRH Receptor: Primary Screen for Enhancers; Thyrotropin-releasing hormone receptor (Homo sapiens), P34981; TRHR cells, fluo-8 calcium fluorescence, EC20 TRH enhancement; enhancement, % at 2 µM; hit rate 0.66% among 360,000; in the data active = enhancement above about 30%; note: 0% is about no effect
# Target sequence (P34981 whole entry, looked up): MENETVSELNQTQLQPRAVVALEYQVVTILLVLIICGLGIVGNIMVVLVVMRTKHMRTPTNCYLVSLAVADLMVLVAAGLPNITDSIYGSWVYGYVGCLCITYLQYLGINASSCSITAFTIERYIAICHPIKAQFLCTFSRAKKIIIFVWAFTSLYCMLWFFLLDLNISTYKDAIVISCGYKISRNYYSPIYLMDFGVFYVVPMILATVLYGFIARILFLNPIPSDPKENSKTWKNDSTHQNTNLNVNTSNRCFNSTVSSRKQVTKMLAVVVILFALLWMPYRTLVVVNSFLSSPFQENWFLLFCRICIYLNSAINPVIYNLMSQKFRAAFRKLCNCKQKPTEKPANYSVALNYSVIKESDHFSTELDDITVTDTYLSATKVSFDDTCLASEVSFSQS
#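 Enhancer read-out: after compound pinning and an initial kinetic agonist-mode read, an EC20 of TRH (10 nM final) was injected and fluo-8 calcium signal (Ex 480/Em 530) followed at 1 s/cycle for 100 cycles in TRHR-expressing cells.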
# D1 ag: Allosteric Agonists of the Human D1 Dopamine Receptor: qHTS; activation, % at 2 µM; AID 504660, 2011; hit rate 1% among 360,000; HEK293 T-REx D1 cells, calcium flux, agonist mode; in the data active = activation above about 30%; note: 0% is about no effect
#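 Inducible HEK293 T-REx D1 cells, force-coupled to calcium signalling, were plated at 4000 cells/well with tetracycline and held overnight at 30 C. After no-wash calcium dye loading, compound-evoked calcium rise over 180 s flagged agonists.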
# RXFP1 antag: qHTS Assay for Antagonists of the Relaxin Receptor RXFP1. HEK293-RXFP1, relaxin-stimulated cAMP HTRF, 30 min; stronger effect = lower value. AID 1259400, 2018. activity change, negative = inhibition, % at 57.5 µM. Relaxin receptor 1 (Homo sapiens), Q9HBX9. hit rate 0.59% among 350,000;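 active = activity change of -60% or lower, but not beyond a set lower limit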; note: % is set by controls: 0 for no effect and ±100 for the full control effect
# D1 antag: Antagonist of Human D 1 Dopamine Receptor: qHTS; D(1A) dopamine receptor (Homo sapiens), P21728; AID 504652, 2011; hit rate 3.2% among 360,000; HEK293 TREx D1 cells, calcium flux, dopamine EC80; stronger effect = lower value; activity change, negative = inhibition, % at 10 µM; in the data active = activity change below about -30%; note: % is set by controls: 0 for no effect and ±100 for the full control effect
#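 Allosteric or orthosteric antagonism assessed as attenuation of the calcium response to EC80 dopamine, added 180 s after compound, in induced HEK293 Trex D1 cells loaded with no-wash calcium dye.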
# RXFP1 agonist: qHTS Assay for Agonists of the Relaxin Receptor RXFP1 | Relaxin receptor 1 (Homo sapiens), Q9HBX9 | Potency, µM (titrated, usually from 57.5 µM), for inactives: at the highest dose activation, usual class: activators | HEK293T-RXFP1 cAMP TR-FRET, 30 min; response scale: percent of porcine relaxin response, buffer zero | AID 2676, 2010 | hit rate 0.3% among 370,000; active = well fitted activation curve with a large enough effect; note: potency is the fitted concentration of half-maximal effect; % is set by controls: 0 for no effect and ±100 for the full control effect; nearly all actives have a fitted effect of over 60% in size; many of its hits are not listed in these tables
#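 Agonist response is measured as cAMP accumulation in an RXFP1-transfected HEK293T line under PDE4 inhibition. Values are scaled between buffer-only and 29 nM porcine relaxin, and EC50s come from standard Hill equation fits.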
# D2 agonist: HTS Assay for Allosteric Agonists of the Human D2 Dopamine Receptor: Primary Screen for Agonists. HEK293 T-REx D2 cells, calcium flux agonist mode. activation, % at 2 µM. hit rate 0.53% among 340,000;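 active = activation over 3 SD above normal in the single-dose calcium agonist read, cut at about 30% in these data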; note: 0% is about no effect
#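 Agonism scored from kinetic calcium signal (1 read/sec, 180 s) following compound pin transfer, after a 10 s baseline. Cells: HEK293 Trex line expressing inducible D2 receptor coupled to calcium, dye-loaded after overnight culture at 30 C.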
# D2 antagonist: HTS Assay for Allosteric Antagonists of the Human D2 Dopamine Receptor: Primary Screen for Antagonists. D(2) dopamine receptor (Homo sapiens), P14416. HEK293 TREx D2 cells, calcium flux, dopamine EC80. inhibition, % at 10 µM. hit rate 2% among 340,000. AID 485344, 2010; in the data active = inhibition above about 30%; note: 0% is about no effect
#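 Calcium flux kinetic readout in an inducible HEK293 TREx D2 line plated overnight at 30 C. After 180 s compound exposure, an EC80 dopamine challenge follows with another 180 s kinetic read to detect antagonism.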
# D2 PAM: HTS Assay for Positive Allosteric Modulators of the Human D2 Dopamine Receptor: Primary Screen for Potentiators; AID 485347, 2010; hit rate 0.34% among 340,000; potentiation, % at 10 µM; HEK293 T-REx D2, calcium flux, EC20 dopamine potentiation;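 active = potentiation over 3 SD above the plate norm, cut at about 30% in these data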; note: 0% is about no effect
#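 Primary screen. Calcium kinetics in induced HEK293 T-REx D2 cells: compound pre-addition 180 s, EC20 dopamine, 180 s more.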
# Starred values were filed as active, the others as inactive; . = no result given.
SMILES,D1 PAM,TRHR PAM,D1 ag,RXFP1 antag,D1 antag,RXFP1 agonist,D2 agonist,D2 antagonist,D2 PAM
O=[N+]([O-])c1ccc(C(c2sc3nc(-c4ccco4)nn3c2O)N2CCN(Cc3ccccc3)CC2)cc1 (stereo not given),1,1,-2,6,.,-0.5%,0.3,.,.
Cc1ccc(C2/C(=C(\O)c3c(C)nc4ccccn34)C(=O)C(=O)N2CCN(C)C)o1 (stereo not given),3,2,1,13,-1,9.2%,1.5,2,-1
C=CCOC(=O)C1=C(C)NC(=O)NC1c1ccc(Cl)cc1 (stereo not given),.,-8,0,.,4,1.8%,1.0,-5,11
COC(C(=O)Nc1ccc(S(=O)(=O)Nc2ccc(C)c(C)c2)cc1)c1ccccc1 (stereo not given),-6,13,15,-2,-14,-3.7%,2.0,7,-7
Cc1csc(N(C)C(=O)CSc2nnc(COc3ccccc3C)o2)n1,0,2,5,-7,-20,2.4%,0.5,1,9
CCc1ccc(NC(=O)C/C(C)=N/NC(=O)COc2ccc(C)cc2Br)cc1,2,6,9,-1,0,0.4%,-0.2,-27,4
O=c1cc[nH]c2ccc([N+](=O)[O-])cc12,5,3,4,-9,0,-0.4%,1.5,10,-4
Cc1ccc2c(C)c(C(=O)N3CCC(c4nc5ccccc5s4)CC3)oc2c1C,1,0,5,-12,11,2.2%,0.2,.,5
COc1ccc(-c2c(C(=O)O)c(-c3ccccc3)cn2C)cc1,2,-2,3,.,-10,0.4%,0.1,1,9
CCc1nnc(NC(=O)CSc2nnc(C3CCCCC3)n2-c2cccc(Cl)c2)s1,-1,1,1,13,6,1.3%,-1.6,-9,8
O=C1CSC(c2ccccc2[N+](=O)[O-])N1CCc1ccccc1 (stereo not given),-10,0,4,-3,-7,-0.7%,-0.2,-9,-3
COc1ccccc1/C=C/C=N/NC(=O)CN1CCN(Cc2ccccc2)CC1,-2,7,3,-8,-5,-0.9%,0.3,-11,-16
COC(=O)c1ccc(CSc2ccccc2C)o1,-2,5,6,11,9,0.5%,-1.1,34*,-5
CCCNC(=O)C(Cc1ccccc1)NS(=O)(=O)c1cccc2nsnc12 (stereo not given),8,-1,3,-8,-8,0.9%,0.3,17,2
COC(=O)CN1C(=O)Nc2ccc(Cl)cc2C1c1ccccc1 (stereo not given),2,-3,8,-8,5,3.5%,2.7,-20,5
Cc1cccc(C)c1NC(=O)C1(N2C(=O)CC2c2ccccc2)CCCCC1 (stereo not given),-3,22,1,0,1,0.0%,-0.1,4,-10
CCOC(=O)c1c(NC(=O)CSc2nnc(-c3c[nH]c4ccccc34)n2CC)sc2c1CCCC2,-5,1,0,-2,-2,3.2%,1.7,-8,3
COc1ccc(OCCOC(=O)Nc2ccccc2)cc1,2,-3,2,-2,-13,-0.7%,1.4,3,-8
C#CCN1C(=O)C(O)(c2c(C)[nH]c3ccccc23)c2ccccc21 (stereo not given),-3,-1,2,3,-17,-0.1%,.,.,.
CCOc1ccc(CCNC(=O)C2CCCN(S(=O)(=O)N3CC(C)CC(C)C3)C2)cc1OCC (stereo not given),-5,-6,1,-8,-3,1.4%,0.3,-5,12
NNC(=O)CNC(=O)c1ccccc1F,8,2,4,-1,4,-1.0%,1.6,-8,15
O=C(c1ccc(Cl)cc1)N1CCN(CCc2ccncc2)CC1,0,5,2,4,-22,0.6%,-2.1,.,-3
Cc1ncc(S(=O)(=O)c2ccccc2)c(-c2ccccc2Cl)n1,3,2,0,-1,19,-1.3%,0.5,-11,-9
O=C(NCCN1CCN(c2ccccc2F)CC1)C1COc2ccccc2C1 (stereo not given),-5,6,-2,7,-57*,1.6%,4.3,.,-25
CCN(CC(=O)Nc1c(F)cccc1F)C(=O)C1CCN(S(=O)(=O)c2ccc(F)cc2)CC1,-4,-3,-1,1,-12,-0.1%,-0.9,11,-6

# (continued)
SMILES,D1 PAM,TRHR PAM,D1 ag,RXFP1 antag,D1 antag,RXFP1 agonist,D2 agonist,D2 antagonist,D2 PAM
CC(C)COc1ccc(CNC(=S)Nc2ccccc2)cc1Cl,-11,2,13,-26,-5,-0.5%,-0.4,-2,-5
COc1cc2cc(C(c3nnnn3C3CCCC3)N3CCCCCC3)c(=O)[nH]c2cc1OC (stereo not given),-1,-8,0,6,-7,0.0%,0.2,4,-2
O=C(CN1C(=O)NC(Cc2ccccc2)C1=O)Nc1ccc(F)c(F)c1F (stereo not given),0,4,5,3,5,2.0%,0.4,3,1
COc1cccc(NC(C(=O)Nc2cccc(C(C)=O)c2)c2ccccc2)c1 (stereo not given),4,6,1,0,-7,1.5%,-0.3,2,-17
COCCn1c(N)c(N(Cc2ccccc2)C(=O)Cc2c(Cl)cccc2Cl)c(=O)[nH]c1=O,-1,0,-1,8,-3,-0.2%,-0.3,1,-5
CSCCC(NS(=O)(=O)c1ccc(C)cc1)C(=O)N1CC=C(c2ccccc2)CC1 (stereo not given),4,1,1,-13,-8,1.5%,-0.2,-19,4
COc1ccc(Cn2ccc3nc(C)c(C(=O)N4CCN(c5ccccc5F)CC4)cc3c2=O)cc1,-4,4,4,-5,-12,22%,0.5,.,-4
COc1ccc(OC)c(Nc2cc(C)nc3ccccc23)c1,-4,11,1,-3,-5,0.8%,-0.5,-23,3
C=C(C)COc1ccc(-c2[nH]ncc2Oc2cccc(OC)c2)c(O)c1,-4,2,5,1,-39*,3.6%,0.7,23,2
CC(NC(=O)C(=O)N/N=C\c1cccc([N+](=O)[O-])c1)c1ccccc1 (stereo not given),8,7,3,-6,7,1.5%,1.0,-17,11
O=c1[nH]c(CSc2nnc(Cc3ccccc3)o2)nc2ccccc12,-9,-5,5,-31,3,2.3%,-0.3,7,0
Nn1c(SCC(=O)Nc2ccc(F)cc2F)nnc1-c1cccnc1,-3,-5,2,-11,-24,3.8%,0.4,-1,9
O=C(Nc1ccc2c(c1)OCO2)c1cc(-c2cccc(Cl)c2)on1,1,11,-1,-3,-3,-3.0%,-0.2,.,-4
O=C(CCl)Nc1ccc(Sc2ccc(NC(=O)CCl)cc2)cc1,0,-5,4,-97*,-33*,-1.9%,4.1,-2,-1
COc1ccc(N2CC(NC(=O)NCCC(C)C)CC2=O)cc1 (stereo not given),-8,-3,1,3,5,-0.1%,0.4,7,-12
COC(=O)C1(Cc2cc(-c3ccc(Cl)cc3)no2)CCN(C(=O)OC(C)(C)C)CC1,1,0,9,.,9,2.9%,-0.2,11,-3
CCOC(=O)c1c(-c2ccccc2)csc1NC(=O)CCN1C(=O)c2ccccc2C1=O,-5,-5,2,-9,-6,-1.1%,-0.6,-1,5
COc1cc(O)c2c(c1)OC(C)(C)CC2=O,-6,1,0,2,-20,-0.4%,1.0,4,.
O=C(O)c1nccnc1C(=O)NCCc1c[nH]c2ccccc12,-3,-4,3,6,-11,0.7%,2.6,20,-2
CCc1ccc(-n2c(C)cc(/C=N/NC(=O)OC)c2C)cc1,-6,5,-2,-4,-5,-0.2%,-0.2,6,-1
CCN(c1ccccc1)S(=O)(=O)c1ccc(Cl)c(NC(=O)COC(=O)c2ccc(Cl)c(N)c2)c1,1,7,3,-3,11,0.1%,0.2,-18,-5
O=C1CCCC(O)=C1N=Nc1ccc(S(=O)(=O)N2CCOCC2)cc1,2,0,1,-8,-12,4.5%,0.9,-1,12
COc1ccc(CCNC(=O)CN2CCN(Cc3ccc(F)cc3)C2=O)cc1OC,.,-4,2,.,3,-0.9%,0.3,9,-5
Cc1ccc(CSC2=Nc3ccccc3C3=NC(=O)CN23)cc1,-3,-2,9,9,-3,2.6%,0.8,-13,-3
O=C(/C=C/c1cccc([N+](=O)[O-])c1)c1cccs1,-8,0,0,-21,7,0.1%,4.1,8,4

# Arranged by number of heavy atoms (highest first): some entries from above
SMILES,D1 PAM,TRHR PAM,D1 ag,RXFP1 antag,D1 antag,RXFP1 agonist,D2 agonist,D2 antagonist,D2 PAM
COc1cc2cc(C(c3nnnn3C3CCCC3)N3CCCCCC3)c(=O)[nH]c2cc1OC (stereo not given),-1,-8,0,6,-7,0.0%,0.2,4,-2
COC(C(=O)Nc1ccc(S(=O)(=O)Nc2ccc(C)c(C)c2)cc1)c1ccccc1 (stereo not given),-6,13,15,-2,-14,-3.7%,2.0,7,-7
Cc1cccc(C)c1NC(=O)C1(N2C(=O)CC2c2ccccc2)CCCCC1 (stereo not given),-3,22,1,0,1,0.0%,-0.1,4,-10
C=C(C)COc1ccc(-c2[nH]ncc2Oc2cccc(OC)c2)c(O)c1,-4,2,5,1,-39*,3.6%,0.7,23,2
O=C1CCCC(O)=C1N=Nc1ccc(S(=O)(=O)N2CCOCC2)cc1,2,0,1,-8,-12,4.5%,0.9,-1,12
C#CCN1C(=O)C(O)(c2c(C)[nH]c3ccccc23)c2ccccc21 (stereo not given),-3,-1,2,3,-17,-0.1%,.,.,.
COC(=O)CN1C(=O)Nc2ccc(Cl)cc2C1c1ccccc1 (stereo not given),2,-3,8,-8,5,3.5%,2.7,-20,5

# (further entries)
SMILES,D1 PAM,TRHR PAM,D1 ag,RXFP1 antag,D1 antag,RXFP1 agonist,D2 agonist,D2 antagonist,D2 PAM
COc1ccc(C2N=C(N)Nc3nc4ccccc4n32)cc1 (stereo not given),1,9,3,-4,7,-2.1%,0.2,.,-7
O=C(COc1coc(CN2CCc3ccccc32)cc1=O)NCCc1ccccc1,-9,11,0,-10,1,-0.3%,0.0,2,2
COc1cccc(CNC(=O)C2CCN(S(=O)(=O)c3ccc(Br)s3)CC2)c1,-1,-3,1,-20,2,-0.4%,2.0,-9,-13
Fc1ccccc1-c1nc2nc3ccccc3nc2n1CC1CCCO1 (stereo not given),-4,-1,1,-16,9,1.4%,-0.8,-9,3
COc1ccccc1NC(=O)c1ccc2c(c1)N(CC#N)C(=O)C(C)(C)O2,-1,-3,0,-10,0,-2.9%,0.6,15,-20
Cc1cc(O)c(/C=N/Nc2cccc(Cl)c2)c(=O)o1,-2,-4,1,1,8,-2.0%,0.2,2,-11
O=C(CSc1nnc(-c2ccccc2F)n1C1CC1)NC(=O)c1cccc([N+](=O)[O-])c1,-5,-2,2,.,2,1.8%,-1.1,6,-8
COc1ccc(NC(=S)NNC(=O)CCn2cc([N+](=O)[O-])cn2)cc1,-11,10,3,-13,-13,-0.3%,1.1,2,-10

# Some of the compounds tested; the hit share may differ from the screen's.
